ALOX12 inh = Primary qHTS assay for inhibitors of human arachidonate 12S-lipoxygenase (ALOX12): Round 2; purified 12hLO, xylenol orange hydroperoxide absorbance; Potency, µM (top dose mostly 108 µM), for the others: at the highest dose activity change, negative = inhibition, actives largely listed as inhibitors; 1.1% of 580,000 active; AID 1671190, 2021; further: on the % scale 0 is the no-effect control and ±100 the full control effect
Target sequence (P18054 whole entry, looked up): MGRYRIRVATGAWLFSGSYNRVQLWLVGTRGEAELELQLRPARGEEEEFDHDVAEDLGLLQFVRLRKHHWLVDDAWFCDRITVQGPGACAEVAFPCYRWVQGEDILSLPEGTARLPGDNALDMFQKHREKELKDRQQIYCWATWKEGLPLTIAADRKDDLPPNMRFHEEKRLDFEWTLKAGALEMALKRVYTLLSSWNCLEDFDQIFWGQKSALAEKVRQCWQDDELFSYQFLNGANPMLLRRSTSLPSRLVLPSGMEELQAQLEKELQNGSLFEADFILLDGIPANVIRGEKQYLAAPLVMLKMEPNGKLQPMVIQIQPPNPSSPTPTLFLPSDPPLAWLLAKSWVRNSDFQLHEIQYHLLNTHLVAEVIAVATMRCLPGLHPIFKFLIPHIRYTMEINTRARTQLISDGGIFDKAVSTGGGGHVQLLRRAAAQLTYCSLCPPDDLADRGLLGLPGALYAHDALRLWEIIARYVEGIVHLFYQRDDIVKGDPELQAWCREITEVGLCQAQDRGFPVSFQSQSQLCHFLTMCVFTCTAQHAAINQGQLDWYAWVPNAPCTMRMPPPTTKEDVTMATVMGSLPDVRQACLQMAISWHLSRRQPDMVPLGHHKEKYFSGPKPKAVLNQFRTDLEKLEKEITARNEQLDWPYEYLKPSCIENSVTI
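Purified human 12hLO (150 nM final) in 25 mM Hepes, 0.01% Triton X-100, pH 7.0 was preincubated 15 min at room temperature with compound. Then 40 uM arachidonic acid was added, 30 min. Hydroperoxide was read by Fe-XO absorbance ratio 573/405 nm.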
USP1-UAF1 inh = Inhibitors of USP1/UAF1: Primary Screen; 0.23% of 390,000 active; Ubiquitin carboxyl-terminal hydrolase 1 (Homo sapiens), O94782; Potency, µM (doses to about 57.1 µM), for inactives: at the top dose activity change, negative = inhibition, usual class: inhibitors; recombinant USP1/UAF1, Ub-Rhodamine cleavage fluorescence; further: on the % scale 0 is the no-effect control and ±100 the full control effect; nearly all actives have a fitted effect of over 60% in size; inactives centre near -12
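In this screen, compounds sit with the deubiquitinase complex (1nM) for 15 min at room temperature before Ub-Rho is added at 150nM final. Fluorescence rise is then followed for 6 reads every 60 seconds.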
TrxR1 substrate = qHTS Assay for Substrates of Mammalian Selenoprotein Thioredoxin Reductase 1 (TrxR1): qHTS; AID 588456, 2011; Potency, µM (top dose mostly 114 µM), for the others: at the highest dose activity change, negative = substrate turnover; purified TrxR1 substrate turnover, NADPH consumption readout; 0.01% of 390,000 active; Thioredoxin reductase 1, cytoplasmic (Rattus norvegicus), O89049; further: on the % scale 0 is the no-effect control and ±100 the full control effect; nearly all actives have a fitted effect of over 50% in size
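Rat TrxR1, dispensed at 90 nM, was prereduced with 400 uM NADPH (final) for 5 min at ~22 deg C, then incubated with compound 15 min before 400 uM selenite. A first-read NADPH fluorescence drop versus no-compound background flagged substrates.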
RGS4 inhibitor = Inhibitors of Regulator of G Protein Signaling (RGS) 4: qHTS | Transcreener GDP fluorescence polarization, RGS4-accelerated GTP hydrolysis | AID 504845, 2011 | Regulator of G-protein signaling 4 (Homo sapiens), P49798 | 0.039% of 390,000 active | Potency, µM (highest dose often 114 µM), for the others: at the top dose activity change, negative = inhibition, hits mostly inhibitors; further: on the % scale 0 is the no-effect control and ±100 the full control effect; nearly all actives have a fitted effect of over 75% in size; some results filed as inactive show a strong effect at the top dose
Target sequence (P49798 whole entry, looked up): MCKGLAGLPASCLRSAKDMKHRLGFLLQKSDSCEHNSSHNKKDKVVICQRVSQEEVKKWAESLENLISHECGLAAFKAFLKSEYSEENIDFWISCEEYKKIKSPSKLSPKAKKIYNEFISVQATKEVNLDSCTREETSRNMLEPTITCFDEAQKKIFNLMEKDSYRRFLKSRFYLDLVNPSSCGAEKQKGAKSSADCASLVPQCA
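MLSMR compounds (23 nl, pin-transferred) preincubated 10 min at room temperature with a 500nM (2x) first reagent, then RGS4 at 900nM (2x) plus Transcreener GDP mix added; fluorescence polarization (620/688 nm) read before and after 90 min at 30 °C.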
IDH1 R132H inh = qHTS for Inhibitors of mutant isocitrate dehydrogenase 1 (IDH1): qHTS | Isocitrate dehydrogenase [NADP] cytoplasmic (Homo sapiens), O75874 | Potency, µM (highest dose often 76.6 µM), for the others: at the top dose activity change, negative = inhibition, most hits filed as inhibitors | 0.093% of 390,000 active | IDH1-R132H enzyme, NADPH consumption, diaphorase/resazurin fluorescence; further: on the % scale 0 is the no-effect control and ±100 the full control effect; nearly all actives have a fitted effect of over 65% in size
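IDH1-R132H (0.5 ug/mL) preincubated 30 min with compound, then NADPH (0.016 mM) and alpha-KG (2 mM) added; 80 min at RT, pH 7.5. Remaining NADPH coupled via diaphorase/resazurin to fluorescence (540/590 nm); concentration-response curves normalized to no-enzyme control.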
rTrxR1 inhibitor = qHTS Assay for Inhibitors of Mammalian Selenoprotein Thioredoxin Reductase 1 (TrxR1): qHTS. recombinant rTrxR1, NADPH fluorescence consumption, selenite substrate. Potency, µM (titrated, usually from 114 µM), for the others: top-dose activity change, negative = inhibition, hits mostly inhibitors. 1% of 390,000 active; further: on the % scale 0 is the no-effect control and ±100 the full control effect; nearly all actives have a fitted effect of over 65% in size
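Rat TrxR1 (90 nM in the dispensed reagent) was pre-reduced with 400 uM NADPH for 5 min at room temperature, then incubated with compound for 15 min. After 400 uM selenite was added, NADPH fluorescence (Ex 340/Em 450 nm) was followed for 8 min.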
Vif-A3F inh = qHTS for Inhibitors of Vif-A3F Interactions: qHTS. HeLa A3F-eYFP + Vif (tagged APOBEC3F with the HIV-1 protein that degrades it), YFP fluorescence increase. Potency, µM (series often up to 46.1 µM), for the others: top-dose activity, negative = active. 0.2% of 390,000 active; further: % of control where 0% means no effect; nearly all actives have a fitted effect of over 65% in size
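Fluorescence increase (Ex 488/Em 500-530) after overnight compound treatment at 37 deg C flags inhibition of Vif-driven A3F-eYFP loss in stable HeLa A3F-eYFP/Vif cells seeded overnight beforehand.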
RXFP1 agonist = qHTS Assay for Agonists of the Relaxin Receptor RXFP1; 0.3% of 370,000 active; HEK293T-RXFP1 cAMP TR-FRET, 30 min; response scale: percent of porcine relaxin response, buffer zero; Relaxin receptor 1 (Homo sapiens), Q9HBX9; AID 2676, 2010; Potency, µM (top dose mostly 57.5 µM), for inactives: top-dose activation, hits mostly activators; further: on the % scale 0 is the no-effect control and ±100 the full control effect; nearly all actives have a fitted effect of over 60% in size; many of its hits are not listed in these tables
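HEK293 cells stably expressing RXFP1, treated 30 min at 37C with compounds plus PDE4 inhibitor Ro 20174; cAMP measured by HTRF TR-FRET. Normalized to buffer and 29 nM porcine relaxin; EC50 by Hill fit.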
Vif-A3G inh = qHTS for Inhibitors of Vif-A3G Interactions: qHTS | 0.076% of 410,000 active | Potency, µM (doses to about 46.1 µM), for inactives: at the highest dose activity, negative = active, hits mostly inhibitors | HeLa A3G-eYFP + Vif (tagged APOBEC3G with the HIV-1 protein that degrades it), YFP fluorescence, overnight | DNA dC->dU-editing enzyme APOBEC-3G (Homo sapiens), Q9HC16 | AID 602310, 2012;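 further: on the % scale 0 is the no-effect control and ±100 the full control effect; nearly all actives have a fitted effect of over 60% in size; hits raise eYFP signal because A3G escapes Vif-driven loss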
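HeLa cells stably expressing Vif and C-terminally eYFP-tagged A3G, seeded overnight at 37 deg C, then exposed to compound by pintool overnight at 37 deg C. Rise in yellow fluorescence (Ex 488/Em 500-530, Acumen) marks blocked Vif-driven A3G degradation.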
An asterisk follows results filed as active; [ ] = another dose, or the depositor's remark. The call rests on the fitted dose curve; in most records, active means well fitted curve in the direction sought with a large enough effect; inconclusive means small, poorly fitted or top-dose-only effect, or another doubt; inactive means no such curve, though single readings can be large; an effect the other way counts as inactive or inconclusive. Potency means the concentration at half of the fitted maximal effect.

How did N=C1C(c2ccc(Br)cc2)=C(O)C2CCc3ccccc3N12 (stereo not given) do in these assays?
ALOX12 inh: -24.3%; USP1-UAF1 inh: -8.7%; TrxR1 substrate: 7.9%[57.1 µM]; RGS4 inhibitor: -31.6%; IDH1 R132H inh: 0.8%; rTrxR1 inhibitor: -7.2%[57.1 µM]; Vif-A3F inh: -0.4%; RXFP1 agonist: 2.7%; Vif-A3G inh: -12.0%

What do the screens show for `CCOC(=O)C1=CN(Cc2cccc(-c3ccc(F)cc3)c2)S(=O)(=O)N(C)C1C` (stereo not given)?
ALOX12 inh: 15.4%; USP1-UAF1 inh: -11.4%; TrxR1 substrate: 2.1%; RGS4 inhibitor: 11.7%; IDH1 R132H inh: 26.3%; rTrxR1 inhibitor: 26.0%; Vif-A3F inh: 8.3%; Vif-A3G inh: 5.6%

What do the screens show for `O=C(CCCC(=O)N(c1ccc2c(c1)OCCO2)C(C(=O)NC1CCCCC1)c1ccc(F)cc1)Nc1ccccn1` (stereo not given)?
ALOX12 inh: -14.0%; USP1-UAF1 inh: -0.4%; TrxR1 substrate: 3.7%; RGS4 inhibitor: 22.1%; IDH1 R132H inh: 9.27µM*; rTrxR1 inhibitor: 3.4%; Vif-A3F inh: -12.1%; RXFP1 agonist: -2.0%; Vif-A3G inh: -3.3%

What do the screens show for `COc1ccc(Cn2c(CCC(=O)NCCC(C)C)nc3ncccc3c2=O)cc1`?
ALOX12 inh: -11.3%; USP1-UAF1 inh: -6.5%; TrxR1 substrate: 1.7%[57.1 µM]; RGS4 inhibitor: -9.4%; IDH1 R132H inh: -6.3%; rTrxR1 inhibitor: 9.3%[57.1 µM]; Vif-A3F inh: 1.3%; RXFP1 agonist: 10.1%; Vif-A3G inh: -1.8%

How did CC(=O)c1ccc(C(=O)NC2CCCN(Cc3ccccc3F)C2)cc1 (stereo not given) do in these assays?
ALOX12 inh: 13.1%; USP1-UAF1 inh: -16.9%; TrxR1 substrate: 10.8%; RGS4 inhibitor: 3.7%; IDH1 R132H inh: 17.3%; rTrxR1 inhibitor: 22.1%; Vif-A3F inh: 6.8%; RXFP1 agonist: -1.1%; Vif-A3G inh: 1.1%

Results for O=C(Nc1cc(Br)c(O)c(Br)c1)c1cccc(NC(=O)c2ccco2)c1 ?
ALOX12 inh: inconclusive; USP1-UAF1 inh: -18.0%; TrxR1 substrate: 1.9%; RGS4 inhibitor: -7.7%; IDH1 R132H inh: -0.2%; rTrxR1 inhibitor: 17.8%; Vif-A3F inh: 6.3%; RXFP1 agonist: -0.5%; Vif-A3G inh: -6.8%

What do the screens show for `COc1cc(NC(=O)CCc2ccccc2)c(C(=O)O)cc1OC`?
ALOX12 inh: inconclusive; USP1-UAF1 inh: -18.5%; TrxR1 substrate: 3.2%; RGS4 inhibitor: -15.3%; IDH1 R132H inh: 8.0%; rTrxR1 inhibitor: 13.4%; Vif-A3F inh: -3.4%; RXFP1 agonist: 0.0%; Vif-A3G inh: 0.9%

How did CC(C)C[C@@H]1NC(=O)[C@H](Cc2ccccc2)N(C)C(=O)[C@H](C)NC(=O)c2ccccc2NC(=O)[C@H](Cc2ccc(O)cc2)N(C)C1=O do in these assays?
ALOX12 inh: 14.1%; USP1-UAF1 inh: -11.8%; TrxR1 substrate: -5.0%; RGS4 inhibitor: -17.6%; IDH1 R132H inh: -27.4%; rTrxR1 inhibitor: -1.6%; Vif-A3F inh: -7.2%; RXFP1 agonist: 0.8%; Vif-A3G inh: 0.3%

How did O=C(O)CCCCCN1C(=O)c2ccc(C(=O)O)cc2C1=O do in these assays?
ALOX12 inh: -9.4%; USP1-UAF1 inh: -7.1%; TrxR1 substrate: 13.1%[57.1 µM]; RGS4 inhibitor: 1.0%; IDH1 R132H inh: -4.3%; rTrxR1 inhibitor: 7.1%; Vif-A3F inh: -4.4%; RXFP1 agonist: -0.2%; Vif-A3G inh: 2.7%

What do the screens show for `CCn1c(=O)cc(OCC(=O)Nc2nc(C)cs2)c2ccccc21`?
ALOX12 inh: -6.0%[57.4 µM]; USP1-UAF1 inh: -22.0%; TrxR1 substrate: -0.3%; RGS4 inhibitor: -0.9%; IDH1 R132H inh: -1.8%; rTrxR1 inhibitor: -0.9%; Vif-A3F inh: 0.9%; RXFP1 agonist: inconclusive; Vif-A3G inh: 0.8%

How did CCOC(=O)c1c(C)[nH]c(CCC(=O)Nc2cc(C)ccc2OC)c1C do in these assays?
ALOX12 inh: 1.5%; USP1-UAF1 inh: -25.8%; TrxR1 substrate: 1.7%[57.1 µM]; RGS4 inhibitor: -2.6%; IDH1 R132H inh: 7.1%; rTrxR1 inhibitor: 8.7%[57.1 µM]; Vif-A3F inh: 0.9%; RXFP1 agonist: 6.4%; Vif-A3G inh: 9.1%

Results for O=C(Cn1c2c(sc1=O)C1c3ccccc3OCC1CS2)Nc1ccc(Cl)cc1 (stereo not given) ?
ALOX12 inh: -32.0%; USP1-UAF1 inh: -11.5%; TrxR1 substrate: 2.5%[57.1 µM]; RGS4 inhibitor: -0.2%; IDH1 R132H inh: 0.5%; rTrxR1 inhibitor: -37.5%; Vif-A3F inh: -10.2%; RXFP1 agonist: 0.1%; Vif-A3G inh: -5.6%

Results for CC(CCc1ccccc1)NC(=O)C(C)OC(=O)c1ccco1 (stereo not given) ?
ALOX12 inh: inconclusive; USP1-UAF1 inh: -14.5%; TrxR1 substrate: 4.6%; RGS4 inhibitor: 11.7%; IDH1 R132H inh: -4.3%; rTrxR1 inhibitor: 7.5%; Vif-A3F inh: -1.4%; RXFP1 agonist: -0.1%; Vif-A3G inh: -2.0%

Results for Cc1ccc(SCC(=O)NCCCc2ccccc2)cc1 ?
ALOX12 inh: -1.4%; USP1-UAF1 inh: -6.7%; TrxR1 substrate: -11.6%; RGS4 inhibitor: -6.9%; IDH1 R132H inh: 0.0%; rTrxR1 inhibitor: -16.7%; Vif-A3F inh: -2.6%; RXFP1 agonist: 1.0%; Vif-A3G inh: 4.9%

What do the screens show for `COCCN(CC(=O)Nc1cccc(C)c1C)C(=O)c1ccc(S(=O)(=O)N2CCOCC2)cc1`?
ALOX12 inh: -5.6%; USP1-UAF1 inh: -16.9%; TrxR1 substrate: -5.2%; RGS4 inhibitor: 5.3%; IDH1 R132H inh: 8.0%; rTrxR1 inhibitor: 0.0%; Vif-A3F inh: -15.8%; RXFP1 agonist: -1.2%; Vif-A3G inh: -0.3%

Results for NC(=O)c1ccsc1NC(=O)c1ccc(S(=O)(=O)N2CCCCC2)cc1 ?
ALOX12 inh: inconclusive; USP1-UAF1 inh: -27.5%; TrxR1 substrate: 1.7%; RGS4 inhibitor: -38.0%; IDH1 R132H inh: 8.3%; rTrxR1 inhibitor: -8.6%; Vif-A3F inh: inconclusive; RXFP1 agonist: 2.3%; Vif-A3G inh: 0.2%

What do the screens show for `CCCc1cc(=O)n(-c2nc3ccccc3s2)[nH]1`?
ALOX12 inh: 23.9%; USP1-UAF1 inh: -12.0%; TrxR1 substrate: -7.4%[57.1 µM]; RGS4 inhibitor: -12.4%[56.9 µM]; IDH1 R132H inh: 3.6%; rTrxR1 inhibitor: 16.2%[57.1 µM]; Vif-A3F inh: -11.7%; RXFP1 agonist: -2.1%; Vif-A3G inh: -0.4%

What do the screens show for `O=C(Nc1ccc(F)cc1F)N1CCN(CCc2ccccc2)CC1`?
ALOX12 inh: 5.0%; USP1-UAF1 inh: -13.3%; TrxR1 substrate: -5.5%; RGS4 inhibitor: 21.5%; IDH1 R132H inh: -6.2%; rTrxR1 inhibitor: 6.9%; Vif-A3F inh: 16.9%; RXFP1 agonist: -0.8%; Vif-A3G inh: -5.1%

Results for Cc1ccc2c(c1)C(=O)OC1(O)C3C4C=CC(C4)C3C(=O)N21 (stereo not given) ?
ALOX12 inh: 0.0%; USP1-UAF1 inh: -20.5%; TrxR1 substrate: 5.4%; RGS4 inhibitor: -17.4%; IDH1 R132H inh: 0.8%; rTrxR1 inhibitor: 26.2%; Vif-A3F inh: 4.5%; RXFP1 agonist: 3.5%; Vif-A3G inh: -2.4%

What do the screens show for `CCOC(=O)N1CCN(S(=O)(=O)c2cccc3nsnc23)CC1`?
ALOX12 inh: -0.1%; USP1-UAF1 inh: -11.1%; TrxR1 substrate: 6.8%[57.1 µM]; RGS4 inhibitor: 0.5%; IDH1 R132H inh: 7.9%; rTrxR1 inhibitor: 4.0%[57.1 µM]; Vif-A3F inh: -1.6%; RXFP1 agonist: -0.1%; Vif-A3G inh: -0.6%

Only part of the results is shown, so the mix of outcomes need not match the whole.
